Assay outcomes deposited in PubChem by National Center for Advancing Translational Sciences (NCATS).
Pf growth 96h – inhibits malaria parasite growth, 96 h. Potency, µM (doses to about 28.7 µM), for the others: at the highest dose activity change, negative = inhibition, actives largely listed as inhibitors. actives 6.9% (n = 320,000). P. falciparum luciferase reporter growth, 96 h. AID 504834; also: potency is read from the fitted curve at half-maximal effect; % is scaled to controls: 0 for no effect and ±100 for the full control effect
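P. falciparum expressing integrated firefly luciferase, in erythrocytes at 2% hematocrit, 0.05% parasitemia, incubated with compounds 96 h at 37 C, 5% CO2. Growth inhibition read as loss of luminescence; two-generation exposure targets delayed-death apicoplast inhibitors.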
LmPK inh – inhibitors of Leishmania mexicana pyruvate kinase | purified LmPK, Kinase-Glo ATP luminescence, 1 h | Potency, µM (doses to about 57.5 µM), inactives show at the top dose activity change, negative = inhibition, hits mostly inhibitors | actives 0.37% (n = 290,000); also: potency is read from the fitted curve at half-maximal effect; % is scaled to controls: 0 for no effect and ±100 for the full control effect
Target sequence (Q27686 whole entry, looked up): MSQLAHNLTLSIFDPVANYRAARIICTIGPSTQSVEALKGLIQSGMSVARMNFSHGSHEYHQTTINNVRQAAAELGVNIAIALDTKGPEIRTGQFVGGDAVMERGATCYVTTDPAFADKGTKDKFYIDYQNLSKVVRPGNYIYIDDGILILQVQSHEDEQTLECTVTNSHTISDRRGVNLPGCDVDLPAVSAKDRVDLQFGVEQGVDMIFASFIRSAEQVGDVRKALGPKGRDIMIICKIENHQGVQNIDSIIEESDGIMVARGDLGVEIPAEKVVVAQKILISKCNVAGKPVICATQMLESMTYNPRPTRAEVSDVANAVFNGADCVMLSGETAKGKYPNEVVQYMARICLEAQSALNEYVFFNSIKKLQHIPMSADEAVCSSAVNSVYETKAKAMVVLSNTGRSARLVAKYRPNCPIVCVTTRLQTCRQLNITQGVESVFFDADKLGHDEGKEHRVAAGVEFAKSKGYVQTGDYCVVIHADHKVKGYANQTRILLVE
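Kinase-Glo luminescence read after 1 h RT reaction of 0.1 nM LmPK with 0.5 mM PEP and 0.1 mM ADP. Activity scaled between uninhibited and enzyme-free controls.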
Pf growth 48h – P. falciparum growth inhibition at 48 hours (one generation); P. falciparum luciferase growth in erythrocytes, 48 h; Potency, µM (top dose mostly 28.7 µM), inactives show at the top dose activity change, negative = inhibition, actives largely listed as inhibitors; actives 5.9% (n = 310,000); AID 504832; also: potency is read from the fitted curve at half-maximal effect; % is scaled to controls: 0 for no effect and ±100 for the full control effect
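Luciferase-expressing parasites in RBCs, 2% Hct / 0.1% parasitemia final; RPMI 1640 + 0.5% Albumax; 37 C, 5% CO2, one generation; luminescence read-out, lower signal = inhibition.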
CHX counter – affects cycloheximide protein synthesis inhibition readout, counter-screen. cell reporter, cycloheximide protein synthesis inhibition counterscreen. max response, %. actives 12% (n = 300,000). AID 2314; in the data active = max response mostly above about 13%, no sharp cut-off; inactive = mostly below about 14%; also: read at 38.3 µM for the half of the compounds with a filed dose; 0% is about no effect
HCV inh – inhibitors of hepatitis C virus infection | AID 651820 | Potency, µM (series often up to 41.8 µM), for the others: at the top dose activity change, negative = inhibition, most hits filed as inhibitors | Huh7.5.1 HCVcc-Cre infection, luciferase reporter, 44 h | actives 3.4% (n = 340,000); also: potency is read from the fitted curve at half-maximal effect; % is scaled to controls: 0 for no effect and ±100 for the full control effect
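After 44 h co-culture of compound, cells and HCVcc-Cre (~0.5 moi), substrate is added for 15 min at room temperature and luciferase measured over 15 sec. Cells were seeded at 1,000/well and pre-cultured 4 h.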
Tb PYK inh – blocks Trypanosoma brucei pyruvate kinase; Q57TT1; TbPYK enzyme, Kinase-Glo Plus ATP luminescence, 45 min; Potency, µM (series often up to 76.8 µM), for inactives: at the top dose activity, negative = inhibition, hits mostly inhibitors; actives 0.12% (n = 410,000); AID 624173; also: potency is read from the fitted curve at half-maximal effect; % is scaled to controls: 0 for no effect and ±100 for the full control effect; nearly all actives have a fitted effect of over 50% in size
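Enzyme and substrate buffer are dispensed first and compound is pin-transferred. ADP at 130 uM final then starts the reaction, which runs 45 min at room temperature. Detection reagent is added for 10 min before luminescence is imaged.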
Shiga toxin inh – blocks Shiga toxin action in Vero cells. Vero cells, Shiga toxin protein synthesis inhibition reporter. inhibition, % at 38.7 µM. actives 9.2% (n = 290,000); in the data active = inhibition mostly above about 28%, no sharp cut-off; inactive = mostly below about 43%; also: 0% is about no effect
An asterisk follows results filed as active; ? = inconclusive; . = no result given; [ ] = remark or other dose. Unless noted, calls follow the shape of the dose curve; as a rule, active = well fitted curve in the direction sought with a large enough effect; inconclusive = small, poorly fitted or top-dose-only effect, or another doubt; inactive = no such curve, though single readings can be large; an effect the other way counts as inactive or inconclusive.

#	mol	Pf growth 96h	LmPK inh	Pf growth 48h	CHX counter	HCV inh	Tb PYK inh	Shiga toxin inh
1	CCS(=O)(=O)c1nc(S(=O)(=O)c2ccc(C)cc2)c(N2CCCC2)s1	?	-3.5%	?	4.9	-27.0%	0.4%	12.5
2	O=P(OC1CCCCC1)(OC1CCCCC1)C(O)c1cccnc1 (configuration not stated)	-16.3%	3.4%	-9.8%	-1.1	18.0%	-3.0%	-5.7
3	CCOC(=O)C1CCCN(CCC(=O)Nc2ccccc2)C1 (configuration not stated)	.	5.7%	-25.4%	-4.6	1.2%	3.7%	-3.9
4	O=C(c1scc2c1CCCC2)N1CCCCC1	.	-4.0%	17.0%	12.4	-14.3%	-1.1%	24.8
5	CCOc1cc(/C=C/c2cc(C(F)(F)F)[nH]c(=O)n2)ccc1O	21.8%	-0.1%	?	-2.6	-10.0%	-4.2%	-13.0
6	CCOC(=O)c1c(O)c2cccc3c2n(c1=O)CC3	38.4%[activator]	0.4%	-0.1%	1.3	7.4%	-3.4%	-2.6
7	COc1ccc(NS(=O)(=O)c2cc(NC(=O)c3sccc3C)ccc2N2CCOCC2)cc1	?	5.8%	10.4µM*	10.1	?	3.0%	-6.4
8	CC(=O)c1ccc(NCC(=O)N2CCN(S(=O)(=O)c3ccccc3)CC2)cc1	?	.	?	.	6.3%	-0.2%	.
9	CC(C)(C)c1cc(C(=O)NNC(=O)Nc2ccccc2)n(Cc2ccccc2)n1	9.28µM*	4.7%	5.22µM*	0.3	-24.3%	-5.2%	-1.9
10	CCS(=O)(=O)N1Cc2ccccc2CC1C(=O)Nc1ccc(NC(C)=O)cc1 (configuration not stated)	.	12.2%	-4.3%	-1.2	13.7%	2.8%	2.3
11	Cc1ccc(-c2nn3c(-c4ccco4)nnc3c3ccccc23)cc1S(=O)(=O)N1CCOCC1	1.3%[5.75 µM]	1.0%	4.5%	-4.6	.	.	29.4
12	O=C(Cn1c(=O)c(=O)n(Cc2ccccc2)c2ccc(Cl)cc21)NCC1CCCO1 (configuration not stated)	-37.8%[5.75 µM]	0.4%	-26.6%	10.4	9.9%	-2.0%	-10.8
13	CCc1ccc(NC(=O)CSc2nnc(-c3cnccn3)n2Cc2ccco2)cc1	.	6.0%	37.4%[activator]	6.2	?	-5.2%	20.0
14	COc1ccccc1Nc1nn2c(=O)c3ccc(C(=O)NCc4cccnc4)cc3nc2s1	7.7%	0.3%	30.4%[activator]	2.7	.	.	-3.9
15	C=C(C)C(=O)Oc1ccc(N2C(=O)CCC2=O)cc1	-16.9%	-6.9%	28.4%	17.1*	16.2%	3.6%	17.8
16	COC(=O)c1cccc(NC(=O)CN2C(=O)c3ccccc3C2=O)c1	?	-0.6%	10.3%	-2.7	15.6%	-4.8%	.
17	O=C(Cn1[nH]c(=O)c2ccccc2c1=O)OCC(=O)c1ccccc1	-1.5%	.	-4.9%	.	14.7%	-11.5%	.
18	COc1cc(NC(=O)c2cccs2)ccc1NC(=O)c1ccco1	12.5%	3.6%	44.0%[activator]	40.3*	?	5.1%	126.7*
19	Cc1nn(C(C)(C)C)c(OC(=O)c2ccco2)c1Sc1ccccc1	0.0%	0.1%	33.9%[activator]	-1.2	-3.1%	0.0%	-9.9
20	COc1ccc(CC(C)Nc2cccc(F)c2)cc1 (configuration not stated)	1.3%	-1.6%	40.5%[activator]	3.3	-0.3%	7.4%	2.4

Full records, quoted from the list:
`COc1ccc(NS(=O)(=O)c2cc(NC(=O)c3sccc3C)ccc2N2CCOCC2)cc1` in the list: Pf growth 96h = ?; LmPK inh = 5.8%; Pf growth 48h = 10.4µM*; CHX counter = 10.1; HCV inh = ?; Tb PYK inh = 3.0%; Shiga toxin inh = -6.4
`CCS(=O)(=O)c1nc(S(=O)(=O)c2ccc(C)cc2)c(N2CCCC2)s1` in the list: Pf growth 96h = ?; LmPK inh = -3.5%; Pf growth 48h = ?; CHX counter = 4.9; HCV inh = -27.0%; Tb PYK inh = 0.4%; Shiga toxin inh = 12.5

Back to the main list with the two entries that preceded the break.
#	mol	Pf growth 96h	LmPK inh	Pf growth 48h	CHX counter	HCV inh	Tb PYK inh	Shiga toxin inh
19	Cc1nn(C(C)(C)C)c(OC(=O)c2ccco2)c1Sc1ccccc1	0.0%	0.1%	33.9%[activator]	-1.2	-3.1%	0.0%	-9.9
20	COc1ccc(CC(C)Nc2cccc(F)c2)cc1 (configuration not stated)	1.3%	-1.6%	40.5%[activator]	3.3	-0.3%	7.4%	2.4
21	C=CCn1c(=O)n2ncnc2c2c3c(sc21)CCCC3	-32.5%	0.7%	.	-0.8	?	1.2%	-6.5
22	COc1ccc2oc(C(=O)OCC(=O)/C(C#N)=C(\C)N)c(C)c2c1	16.4%	-0.8%	15.7%	13.4	?	-1.7%	35.3
23	CN(C)C(=O)NCc1ccc(S(N)(=O)=O)cc1	42.7%[activator]	0.2%	4.2%	-3.2	16.5%	-10.0%	10.4
24	COC(=O)[C@H](CCSC)NC(=O)Nc1cc(OC)cc(OC)c1	?	3.8%	26.1%	9.1	5.9%	0.5%	19.4
25	O=C(CN(c1ccc2c(c1)OCCO2)S(=O)(=O)c1ccccc1)NCc1ccc(Cl)cc1	11.7µM*	0.5%	-25.7%	-6.3	?	3.6%	-9.3
26	O=C(Nc1cccc(-c2cnc3ccccc3n2)c1)c1cccc(NC(=O)c2ccco2)c1	.	4.0%	.	43.4*	10µM*	0.4%	46.5*
27	Cc1ccc(/C=C/C(=O)NCc2ccc3c(c2)OCO3)o1	-26.6%	0.0%	-5.3%	-1.9	1.1%	?	4.5
28	CCOC(=O)COc1ccc2c(=O)c(-c3ccc(OC)c(OC)c3)c(C(=O)OCC)oc2c1	16.6%	4.0%	7.0%	-1.9	?	2.1%	15.8
29	Cn1cnc2c1c(=O)n(Cc1ccc(F)cc1Cl)c(=O)n2C	.	-2.4%	-3.6%	-2.5	21.6%	-5.1%	-11.7
30	O=C(COC(=O)c1cc([N+](=O)[O-])ccc1N1CCOCC1)Nc1cc(F)ccc1F	-9.9%	.	-6.0%	.	?	0.4%	.
31	NC(=O)[C@H]1CC2(CC(c3cccc(NC(=O)CC(c4ccccc4)c4ccccc4)c3)=NO2)CN1C(=O)CC(c1ccccc1)c1ccccc1 (some centres not stated)	?	1.9%	11.7µM*	-3.6	-20.5%	0.0%	-3.1
32	NC(=O)c1cc(S(=O)(=O)NCCc2ccc(S(N)(=O)=O)cc2)cs1	-2.9%	5.7%	9.2%	-2.4	?	7.9%	-1.3
33	O=C(COC(=O)c1ccccn1)c1cccc(Br)c1	2.8%	0.0%	5.5%	4.8	23.3%	0.3%	14.5
34	Cc1ccc(Cl)cc1Nc1nc(N2CCOCC2)nc(N2CCOCC2)n1	-9.8%	-1.4%	-6.3%	11.3	-25.5%	4.5%	-5.9
35	CCSc1nnc(NC(=O)c2ccc3ccccc3n2)s1	-91.7%	-17.1%	29.9%	26.0*	2.0%	-5.0%	120.5*
36	CN1C2CCC1CC(NS(=O)(=O)c1ccc(C#N)cc1)C2 (configuration not stated)	30.8%[activator]	-7.3%	66.3%[activator]	-0.6	1.0%	-2.2%	-5.2
37	CC(C)NC(=O)CCc1nnc(Cc2cccc(C(F)(F)F)c2)o1	-18.6%	-5.8%	56.8%[activator]	28.3*	9.4%	0.1%	92.2*
38	CCOC(=O)C1(Cc2cccc(OC)c2)CCCN(C(=O)CCc2cccnc2)C1 (configuration not stated)	-5.3%	-0.1%	?	46.2*	8.1%	-4.3%	69.0*
39	COc1ccc(NC(=O)c2cc(-c3ccccc3OC)on2)cc1	2.2%	-0.9%	?	19.4*	-6.3%	-14.0%	88.5*
40	COc1ccc(C(C(=O)NC(C)(C)C)N(CC2CCCO2)C(=O)CCC(=O)Nc2cc(C)on2)cc1 (configuration not stated)	-24.2%	4.3%	.	0.2	15.3%	6.9%	-18.8
41	CC/C(=N\NC(=O)c1ccccc1)c1c(O)n(Cc2ccccc2)c(=O)[nH]c1=O	51.4%[activator]	-2.8%	25.3%	57.4*	-1.6%	8.2%	53.5*
42	COc1ccccc1NS(=O)(=O)c1cc(NC(=S)NCCN2CCOCC2)ccc1N1CCOCC1	14.7µM*	0.8%	?	-1.9	-20.6%	?	-15.3
43	CN1C(=O)Nc2cccc3cccc1c23	-2.2%	5.3%	41.5%[activator]	1.1	-26.4%	-6.7%	-12.5
44	COc1ccc(NC(=O)Nc2cnccn2)cc1OC	8.9%	-3.0%	-3.7%	6.4	8.4%	-9.6%	9.2
45	CC(OC(=O)c1cc(O)c2ccccc2c1O)C(=O)Nc1ccc(C(N)=O)cc1 (configuration not stated)	11.7µM*	.	?	.	?	?	.
46	CC(=O)N(C)c1ccc(NC(=S)NCC(C)C)cc1	22.6%	3.1%	38.0%[activator]	15.2*	19.4%	1.7%	35.3
47	COC(=O)c1ccccc1NC(=O)c1ccc(Cn2cc(Cl)cn2)o1	25.8%	1.8%	12.8%	-3.3	-2.2%	-1.2%	-3.4
48	CCOC(=O)N1CCC2(CC1)CC(=O)c1cc(O)ccc1O2	?	8.5%	-14.8%	-3.4	1.9%	-9.0%	-7.3
49	COc1cc(C2Nc3ccccc3NC3=C2C(=O)CC(C)(C)C3)cc(OC)c1OC (configuration not stated)	?	1.0%	?	-1.6	20.9%	-3.6%	18.8
50	Cc1cc(C)cc(NC(=S)/N=C(\N)Nc2nc(C)c3ccccc3n2)c1	13.1µM*	0.4%	?	-5.1	?	1.0%	-7.4
51	CC1CCN(C(=O)c2ccc(S(=O)(=O)Cc3cc(F)ccc3F)c([N+](=O)[O-])c2)CC1	10.4µM*	1.4%	-10.4%	0.7	?	-15.6%	-4.1
52	COc1cc(OC)c(C(=O)NCc2cccnc2)cc1OC	-15.1%	9.6%	9.8%	13.2	31.5%[activator]	4.2%	23.1
53	Cn1c(=O)oc2cc(S(=O)(=O)N3CCCC(C(=O)Nc4nccs4)C3)ccc21 (configuration not stated)	-28.2%	6.6%	.	-14.7	0.5%	2.4%	-36.8
54	Cc1nn(Cc2ccc([N+](=O)[O-])cc2)c(=O)n1-c1ccccc1Cl	?	2.8%	15.8%	-1.7	-9.9%	0.2%	-4.0
55	CSc1nncn1/N=C/c1ccccc1F	20.4%	-0.6%	.	3.0	16.3%	3.2%	14.2
56	N#Cc1c(=O)c2nc(NCCCO)ncc2n2c(=O)c3ccccc3[nH]c12	?	0.2%	?	-3.1	16.1%	-4.3%	5.4
57	O=C(Nc1ccccc1-c1ccccc1)c1ccc(Br)o1	.	1.9%	.	2.8	-27.2%	-15.6%	-15.9
